Tau fluor counter: counter-screen for tau fibril formation inhibitors. tau K18 P301L Alexa594 fluorescence, heparin fibrillization. actives 0.93% (n = 280,000). Potency, µM (highest dose often 57.7 µM), without a hit: top-dose activity change, negative = decrease; further: on the % scale 0 is the no-effect control and ±100 the full control effect; nearly all actives have a fitted effect of over 55% in size
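Human tau K18 P301L (15 uM unlabeled, 0.24 uM Alexa 594-labeled) in 100 mM sodium acetate pH 7 with 20 uM heparin, 6 hr at 37 C. ThT 30 uM added, 1 hr ambient; Alexa 594 FP and total fluorescence read at 555/632 nm.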
ALDH1A1 inh: ALDH1A1 (human) enzyme inhibition; P00352; Purified ALDH1A1, NADH fluorescence, propionaldehyde substrate; Potency, µM (highest dose often 75.3 µM), for the others: top-dose activity, negative = inhibition, usual class: inhibitors; actives 7.3% (n = 220,000); active means well fitted inhibition curve with a large enough effect, not every such curve was filed as active; inconclusive means small, poorly fitted or top-dose-only effect, or another doubt; inactive means no such curve, though single readings can be large or run the other way;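 further: plate controls were no enzyme wells and a reference inhibitor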
Target sequence (P00352 whole entry, looked up): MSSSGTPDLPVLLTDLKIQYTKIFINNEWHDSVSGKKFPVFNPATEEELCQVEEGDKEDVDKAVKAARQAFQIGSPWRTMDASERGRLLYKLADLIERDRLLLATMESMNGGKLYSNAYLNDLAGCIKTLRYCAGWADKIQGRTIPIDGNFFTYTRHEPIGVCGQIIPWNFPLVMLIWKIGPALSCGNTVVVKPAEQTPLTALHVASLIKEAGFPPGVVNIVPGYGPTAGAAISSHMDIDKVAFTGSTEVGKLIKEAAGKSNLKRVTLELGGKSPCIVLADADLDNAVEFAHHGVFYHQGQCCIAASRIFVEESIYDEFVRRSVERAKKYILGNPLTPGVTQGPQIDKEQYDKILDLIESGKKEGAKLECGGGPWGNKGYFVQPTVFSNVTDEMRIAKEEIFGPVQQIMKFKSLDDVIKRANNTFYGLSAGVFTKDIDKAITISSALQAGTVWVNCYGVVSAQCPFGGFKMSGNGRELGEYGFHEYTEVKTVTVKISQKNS
HTT cytoprotect: cytoprotection in Huntington HTT-Q103 PC12 cell model | PC12 HTT-Q103 induced, cytoprotection, ATP luminescence, 40 h | Potency, µM (highest dose often 56.4 µM), for the others: cytoprotection (ATP increase), hits mostly activators | actives 0.14% (n = 230,000) | AID 1471;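 further: % of control where 0% means no effect; nearly all actives have a fitted effect of over 45% in size; toxic huntingtin expression switched on by the ecdysone agonist tebufenozide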
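PC12 cells stably carrying ecdysone-inducible Htt exon 1 (Q103)–GFP were induced with 100 nM tebufenozide (final) alongside library compounds in a dose series. Cytoprotection was scored as retained ATP by ATPlite luminescence.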
KDM4E inh: JMJD2E (human) inhibition; actives 1.6% (n = 230,000); AID 2147; Potency, µM (top dose mostly 57.1 µM), without a hit: at the top dose activity change, negative = inhibition, actives largely listed as inhibitors; JMJD2E catalytic domain, FDH-coupled NADH fluorescence (FDH is formaldehyde dehydrogenase); B2RXH2; active means well fitted inhibition curve with a large enough effect, not every such curve was filed as active; inconclusive means small, poorly fitted or top-dose-only effect, or another doubt; inactive means no such curve, though single readings can be large or run the other way;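 further: 0% = wells with enzyme and -100% = buffer wells without enzyme; nearly all actives have a fitted effect of over 50% in size; many of its hits are not listed in these tables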
Target sequence (B2RXH2 1-337 limits assumed): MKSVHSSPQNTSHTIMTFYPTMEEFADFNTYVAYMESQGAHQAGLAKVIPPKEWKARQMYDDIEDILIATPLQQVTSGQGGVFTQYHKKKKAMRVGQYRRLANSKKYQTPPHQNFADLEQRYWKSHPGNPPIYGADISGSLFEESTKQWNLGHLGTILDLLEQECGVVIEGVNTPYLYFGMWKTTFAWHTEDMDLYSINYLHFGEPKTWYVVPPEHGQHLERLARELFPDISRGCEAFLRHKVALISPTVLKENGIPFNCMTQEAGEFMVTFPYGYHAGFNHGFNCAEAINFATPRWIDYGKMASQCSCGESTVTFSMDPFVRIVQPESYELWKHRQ
Tau fibril ThT: tau fibrillization inhibition (ThT binding); P10636; recombinant tau K18 P301L, heparin-induced fibrillization, ThT fluorescence; Potency, µM (titrated, usually from 57.4 µM), for inactives: at the top dose activity, negative = inhibition, most hits filed as inhibitors; actives 2.1% (n = 270,000); AID 1460; further: on the % scale 0 is the no-effect control and ±100 the full control effect; nearly all actives have a fitted effect of over 55% in size
Target sequence (P10636 561-689 P618L limits assumed): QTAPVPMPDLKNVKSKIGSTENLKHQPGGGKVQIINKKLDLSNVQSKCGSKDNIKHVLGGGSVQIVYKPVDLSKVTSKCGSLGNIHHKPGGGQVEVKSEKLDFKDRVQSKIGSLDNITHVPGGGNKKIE
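ThT emission at 510 nm, taken 1 hr after adding 30 uM dye, quantifies aggregates formed when 20 uM heparin acts on human tau K18 P301L for 6 hr at 37 C.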
HttQ103 aggreg: reduces HttQ103-GFP aggregates in PC12 cells; Potency, µM (highest dose often 46.1 µM), for inactives: top-dose activity change, negative = inhibition, actives largely listed as inhibitors; actives 1.1% (n = 220,000); PC12 HttQ103-GFP aggregates, Acumen cytometry, 40 h; AID 1688; further: on the % scale 0 is the no-effect control and ±100 the full control effect; nearly all actives have a fitted effect of over 60% in size
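Huntingtin Q103 exon 1–GFP aggregates in induced PC12 cells (100 nM tebufenozide) were quantified by cytometry from lysates, with compounds dosed in titration.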
Tau fibril FP: blocks human tau fibril formation measured by polarization | P10636 | K18 P301L tau heparin fibrillization, Alexa594 FP, 6 h | Potency, µM (highest dose often 57.7 µM), for the others: at the top dose activity, negative = inhibition, hits mostly inhibitors | actives 0.39% (n = 280,000); further: on the % scale 0 is the no-effect control and ±100 the full control effect; nearly all actives have a fitted effect of over 55% in size
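Read-out: fluorescence polarization of Alexa 594-labeled tau (0.24 uM), 555 nm excitation, 632 nm emission. Mixtures held 15 uM unlabeled K18 P301L, compound and 20 uM heparin, pH 7 acetate buffer, incubated 6 hr at 37 C.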
SMN2 splice enh: enhancers of SMN2 splice variant expression; Potency, µM (highest dose often 46.1 µM), for the others: at the highest dose activity change, positive = activation, most hits filed as activators; HEK293 SMN2-luciferase splicing reporter, luminescence, 30-36 h; actives 2.8% (n = 210,000); further: % of control where 0% means no effect; nearly all actives have a fitted effect of over 55% in size
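HEK293 cells carry an SMN2 minigene-luciferase reporter in which exon 7 inclusion puts luciferase in frame. Cells were seeded at 2000 cells/well, attached for 10-12 hours, then exposed to compounds for 30-36 hours at 37C before ONE-Glo luminescence.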
Active calls of the source: *; ? = inconclusive; nt = no result given; [ ] = dose if it differs, or a comment. Unless noted, the call rests on the fitted dose curve; in most records, active means well fitted curve in the direction sought with a large enough effect; inconclusive means small, poorly fitted or top-dose-only effect, or another doubt; inactive means no such curve, though single readings can be large; an effect the other way counts as inactive or inconclusive. Potency means the concentration at half of the fitted maximal effect. Not all compounds are listed; rates above refer to the full screens.

compound | HTT cytoprotect | KDM4E inh | Tau fibril FP | SMN2 splice enh | Tau fluor counter | ALDH1A1 inh | Tau fibril ThT | HttQ103 aggreg
CCn1c(=O)c2cc(S(=O)(=O)NCCOc3ccccc3)ccc2n(CC)c1=O | -18% | 1% | -4% | ? | -6% | 0% | -2% | 3%
COc1ccc(NC(=O)c2cc(S(=O)(=O)N3CCS(=O)(=O)CC3)ccc2Cl)cc1 | -37% | -4% | 9% | -17% | -2% | 11% | -3% | 5%
CCOC(=O)C1CCN(C(=O)CCc2c(C)nc3c(-c4ccc(F)cc4)c(C)nn3c2C)CC1 | -10% | 3% | -7% | -10% | -7% | 9% | -11% | -5%
Cc1ccc(C(=O)Nn2c(N)c(S(=O)(=O)c3ccc(C)cc3)c3nc4ccccc4nc32)cc1 | 4% | ? | -6% | -9% | -24% | ? | -6% | -12%
NCCC(=O)N[C@H](Cc1cnc[nH]1)C(=O)O | nt | -2% | -6% | -2% | -5% | 10% | 0% | nt
CCCCC(CC)CNC(=O)CN(C)S(=O)(=O)c1ccc2c(c1)c(=O)n(C)c(=O)n2C (stereo not given) | nt | nt | -4% | -12% | -17% | nt | -6% | nt
COc1cc(C(=S)N2CCOCC2)ccc1OC(=O)c1cc([N+](=O)[O-])c(C)c([N+](=O)[O-])c1 | 45%[10 µM] | -4% | 0% | 1% | ? | -1% | ? | -2%
N=c1n(CC(=O)c2ccc([N+](=O)[O-])cc2)c2ccccc2n1Cc1ccccc1 | -17%[10 µM] | ? | -13% | -13% | ? | -11% | ? | ?
O=S(=O)(CCc1nc2ccccc2o1)c1ccc2ccccc2c1 | 10% | 4% | -14% | 4% | -19% | -7% | -14% | -3%
CS(=O)(=O)N(CCc1ccccc1)CC(=O)N1CCCC1 | 13%[10 µM] | 2% | 8% | nt | 10% | nt | nt | 13%[9.22 µM]
O=C(CN1CCN(c2ccc(F)cc2)CC1)N1CCOCC1 | -5%[10 µM] | 8% | 3% | nt | 0% | 13% | -12% | 4%
Cc1cc(Cl)c(S(=O)(=O)N2CC(C)OC(C)C2)cc1OCC(N)=O (stereo not given) | 24%[1.9 µM] | 8% | 1% | -4% | 2% | 5% | -5% | -9%
NC(=O)COC(=O)c1ccccc1OCc1ccc(Cl)cc1 | -40% | 0% | -1% | -7% | -3% | 7% | 2% | 2%
Nc1nonc1-n1nnc(C(=O)N/N=C/c2cc(Br)ccc2O)c1CSC1=NCCS1 | -47%[inhibitor][10 µM] | 20µM* | -14% | -85%[inhibitor] | ? | -12% | ? | ?
COc1ccc(CCNC(=O)Cn2c(=O)oc3cc(Cl)ccc32)cc1OC | -3%[10 µM] | 9% | -4% | nt | 12% | nt | nt | 16%[9.22 µM]
COc1ccc(N2CCN(C(=O)c3ccc4c(=O)n(CC5CCCO5)c(=O)[nH]c4c3)CC2)cc1 (stereo not given) | 27% | -2% | 12% | -22% | -15% | ? | -5% | -10%
CCc1c(C)nc(SCC(=O)Nc2ccc(Br)cc2)[nH]c1=O | -8% | 4% | 2% | -32%[inhibitor] | -10% | 4% | -14% | ?
Cc1nc2ccccc2nc1N1CCC(C)CC1 | -10% | 5% | 2% | -5% | 4% | -10% | 0% | 1%
O=C(NCc1ccc(C(=O)O)cc1)OCc1ccccc1 | -4% | 10% | 0% | nt | 0% | 10% | -8% | -5%
c1ccn2c(CNc3ncnc4sccc34)nnc2c1 | 8%[10 µM] | 9% | -5% | 14% | -2% | 8% | -11% | -5%
CC(=O)c1ccc2c(c1)CC(C)C(=O)N2C (stereo not given) | nt | 6% | 12% | 16% | 17% | 2% | ? | 12%
O=C(Cn1c(COc2ccccc2)nc2ccccc21)Nc1cc(Cl)cc(Cl)c1 | 0%[10 µM] | 2% | -9% | -17% | -22% | 4% | 1% | 12%
CCCC(=O)NCCCCNC(=O)CCC | -7% | -19% | 5% | 4% | 2% | 12% | -6% | -3%
O=C(O)/C=C/c1cn(-c2ccccc2)nc1-c1cccs1 | -50% | -5% | -2% | nt | -14% | ? | -11% | -2%
Cc1ccc(C(C(=O)NC2CCCC2)N(C(=O)Cc2cccs2)c2ccc3c(c2)OCCO3)cc1 (stereo not given) | -22%[10 µM] | 2% | 11% | -7% | -8% | 12% | -15% | 0%
NCCc1nnc(SCc2c(Cl)cccc2Cl)o1 | 11%[10 µM] | 1% | 0% | nt | -5% | nt | -6% | 3%[9.22 µM]
O=C(O)c1ccc(CNCc2ccccc2Cl)cc1 | 11% | 8% | -2% | 9% | -9% | 13% | -9% | -14%
Cn1c(-c2ccc(C(C)(C)C)cc2)n[nH]c1=S | 0%[10 µM] | ? | 3% | 17% | 9% | 32µM* | -8% | -17%
CC(=O)Nc1ccc2nc(NC(=O)COc3ccccc3C)sc2c1 | -27% | ? | ? | ? | -28% | ? | ? | -7%
Nc1nc(C2CCOCC2)cs1 | 5%[10 µM] | 3% | -4% | nt | -10% | nt | -9% | -4%[9.22 µM]
O=C(NC(Cc1ccccc1)C(=O)O)/C(=C/c1ccccc1)NC(=O)c1cccc(Br)c1 (stereo not given) | -26% | 4% | -1% | 2% | -6% | -9% | -14% | -2%
CCOC(=O)c1sc2ncn(CC(=O)Nc3ccc(OC)c(Cl)c3)c(=O)c2c1C | nt | nt | -9% | -9% | -8% | nt | -4% | nt
Nc1cc(S(=O)(=O)Nc2ccccc2Cl)ccc1N1CCCC1 | 1%[10 µM] | 7% | 14% | nt | -24% | nt | -7% | -17%[9.22 µM]
CNS(=O)(=O)/C=C/c1ccccc1 | 20% | 0% | 1% | 2% | -2% | 13% | 1% | -3%
O=C(N/N=C/c1cnc(N2CCCCC2)s1)c1ccc(Cl)cc1 | -38% | -9% | 14% | -1% | ? | 0% | ? | 2%[9.22 µM]
Cc1nn(Cc2c(F)c(F)c(F)c(F)c2F)c(C)c1NC(=O)c1ccc(COc2ccccc2Cl)o1 | -55%[inhibitor] | 6% | 4% | -14% | -12% | -4% | -15% | ?
C=CCc1c(C)nc(SC(C)C)[nH]c1=O | 10% | 5% | -6% | 27% | 6% | 4% | -3% | 1%
CC(C)SC(=N)N | 18% | -3% | -4% | nt | -9% | 13% | -4% | nt
CC(Sc1nc(-c2ccccc2)cc(C(F)(F)F)n1)C(=O)N1CCC(C(N)=O)CC1 (stereo not given) | -11%[10 µM] | 5% | -1% | 6% | 0% | -3% | 3% | -19%
CCC(CO)NC(=O)c1cccc(S(=O)(=O)N2c3ccccc3CC2C)c1 (stereo not given) | 15% | 4% | 0% | -13% | -3% | 6% | 0% | 2%
O=C(Nc1c[nH]c(=O)[nH]c1=O)c1ccc2c(c1)C(=O)N(c1cccc([N+](=O)[O-])c1)C2=O | 13%[10 µM] | -2% | -5% | nt | -27% | nt | -14% | -9%[9.22 µM]
S=C1N[C@H]2CCCC[C@@H]2N1 | 24%[10 µM] | 3% | -1% | nt | -5% | nt | -2% | 23%[9.22 µM]
Cn1nc(SCC(=O)O)sc1=S | -3% | 2% | 7% | 5% | 5% | 3% | 3% | 4%
CC(=O)OC[C@H]1O[C@@H](O/N=C(\C)CCC(=O)OC[C@@H]2O[C@H](C#Cc3ccccc3)C=C[C@@H]2Oc2ccc(C)cc2)[C@H](OC(C)=O)[C@@H](OC(C)=O)[C@H]1OC(C)=O | -6%[10 µM] | nt | 8%[11.6 µM] | nt | -1%[11.6 µM] | 4%[13.5 µM] | -3%[11.5 µM] | nt
C=CCNC(=S)N/N=C/c1ccc(C)s1 | -25%[10 µM] | -11% | 2% | nt | ? | nt | -17% | 39%[9.22 µM]
CCOC(=O)N1CCN(C(=O)C2CC(=O)N(c3ccc(OC)cc3)C2c2ccc(OC)cc2)CC1 (stereo not given) | 17%[10 µM] | -3% | 7% | -27% | -3% | -2% | -3% | -3%
CC(=O)Nc1cc(C(=O)OCC(=O)c2ccccc2)ccc1C | nt | 6% | 6% | 10µM* | -2% | 5% | -10% | -4%
Cc1c(N=Cc2ccc(Br)s2)cccc1[N+](=O)[O-] | 24% | -5% | -3% | -13% | -3% | ? | -8% | -2%
COc1ccc(C2=NOC(C)(c3nnc(-c4ccc(F)cc4)o3)C2)cc1 (stereo not given) | 10%[10 µM] | -2% | 5% | nt | 9% | nt | 1% | -5%[9.22 µM]
CSC1=N/C(=C\c2ccc(C)s2)C(=O)S1 | 5%[10 µM] | -3% | -6% | 11% | -16% | -14% | ? | 3%

Some of these compounds in order of SMILES length, rising:
compound | HTT cytoprotect | KDM4E inh | Tau fibril FP | SMN2 splice enh | Tau fluor counter | ALDH1A1 inh | Tau fibril ThT | HttQ103 aggreg
Cc1nc2ccccc2nc1N1CCC(C)CC1 | -10% | 5% | 2% | -5% | 4% | -10% | 0% | 1%
O=C(O)c1ccc(CNCc2ccccc2Cl)cc1 | 11% | 8% | -2% | 9% | -9% | 13% | -9% | -14%
NC(=O)COC(=O)c1ccccc1OCc1ccc(Cl)cc1 | -40% | 0% | -1% | -7% | -3% | 7% | 2% | 2%
O=S(=O)(CCc1nc2ccccc2o1)c1ccc2ccccc2c1 | 10% | 4% | -14% | 4% | -19% | -7% | -14% | -3%
N=c1n(CC(=O)c2ccc([N+](=O)[O-])cc2)c2ccccc2n1Cc1ccccc1 | -17%[10 µM] | ? | -13% | -13% | ? | -11% | ? | ?
CCOC(=O)C1CCN(C(=O)CCc2c(C)nc3c(-c4ccc(F)cc4)c(C)nn3c2C)CC1 | -10% | 3% | -7% | -10% | -7% | 9% | -11% | -5%
